Bioassay records: PubChem, MTDP
RNase H inhibition = RNase H inhibition, HIV 1 Gag Pol polyprotein, FRET biochemical assay, screening (AID 372). HIV-1 RT RNase H, FRET RNA/DNA substrate fluorescence; higher % means a stronger effect. inhibition, % at 10 µM; hits with a dose series show IC50 in µM. hit rate 0.77% among 100,000; in the data active = inhibition above about 50%
Starred values were filed as active, the others as inactive.

SMILES | RNase H inhibition
CCN(CC)C(=O)CSc1nc(O)cc(=O)[nH]1 | 4.0%
CCOC(=O)c1c[nH]c2c(CC)cccc2c1=O | 5.0%
Cc1ccc(-c2cc(-c3cccnc3)nc3ccc4ccccc4c23)cc1 | 0.0%
CCn1c(=O)c(C(=O)NCc2ccccc2Cl)c(O)c2ccccc21 | 2.0%
CCOC(=O)c1c(-c2ccccc2)oc2cc(Br)c(OCC(N)=O)cc12 | 0.0%
CCSCCOC(=O)C1=C(C)NC2=C(C(=O)CC(c3ccccc3)C2)C1c1ccc(Br)cc1 (centres undefined) | 12.0%
CCOc1cccc(N2C(=O)CC(N3CCN(c4ccc(F)cc4)CC3)C2=O)c1 (centres undefined) | 4.0%
COc1cc2nc(-c3cccc(Br)c3)n(-c3cc(C(C)(C)C)c(O)c(C(C)(C)C)c3)c2cc1OC | 11.0%
O=C(Oc1ccc(/C=N/NC(=O)c2ccccn2)cc1)c1ccc(Br)cc1 | 5.0%
C=CCn1c(=S)[nH]c2scc(-c3ccc(C)cc3)c2c1=O | 10.0%
O=C(NNC(=O)c1ccc(Oc2ccc(C(=O)NNC(=O)c3ccncc3)cc2)cc1)c1ccncc1 | 9.0%
O=C(NCc1ccccn1)C(=O)N/N=C/c1ccccc1C(F)(F)F | 34.0%
Cc1ccc(-n2cnc(N)c2C(=O)c2ccc([N+](=O)[O-])cc2)cc1 | 27.0%
O=C(CC(c1ccccc1)c1ccccc1)N1CCN(c2ccc([N+](=O)[O-])cc2)CC1 | 7.0%
O=C(Nc1ccc(Cl)cc1[N+](=O)[O-])C(c1ccccc1)c1ccccc1 | 15.0%
COC(=O)COc1c(Cl)cc(/C=C2\SC(=O)N(c3ccccc3)C2=O)cc1Cl | 8.0%
CC(C)(C)c1ccc(O)c(N=C/C=C/c2ccc([N+](=O)[O-])cc2)c1 | 10.0%
Cc1ccc(-n2nc3cc(C)c(NC(=O)c4cc([N+](=O)[O-])ccc4Br)cc3n2)cc1 | 11.0%
O=C(Nc1cc(C(F)(F)F)ccc1Cl)c1nc2nc(-c3ccccc3)cc(C(F)(F)F)n2n1 | 0.0%
COc1cccc(C2C(C(=O)OC3CCCCC3)=C(C)NC3=C2C(=O)CCC3)c1 (centres undefined) | 9.0%
Cc1ccc(N(CCCCN2C(=O)c3ccccc3C2=O)C(=O)c2cccc(C(F)(F)F)c2)cc1 | 27.0%
COc1ccc(/C(C)=N/NC(=O)COc2ccc(Cl)cc2Cl)cc1OC | 20.0%
CCn1c2ccccc2c2cc(CN3CCN(Cc4ccc(OC)c(Br)c4)CC3)ccc21 | 12.0%
Cc1ccc(C(=O)Nc2cccc(I)c2)c(Cl)c1 | 14.0%
COc1ccc(C(=O)N/C(=C/c2cccs2)C(=O)NCCN2CCOCC2)cc1 | 10.0%
COc1ccccc1NC(=S)NC(=O)c1cccc(Cl)c1 | 19.0%
O=C(NCc1cccnc1)c1cnn2c(C(F)(F)F)cc(-c3ccc4c(c3)OCO4)nc12 | 11.0%
CCCC(=NC)C1=C(O)CC(C)(C)CC1=O | 1.0%
CC(Oc1ccc(Cl)cc1Cl)C(=O)N1CCN(c2ccc(Cl)cc2)CC1 (centres undefined) | 7.0%
O=C(NCc1ccccn1)C(=O)Nc1ccc([N+](=O)[O-])cc1 | 0.0%
O=C(O)CNC(=O)c1ccccc1Cl | 0.0%
COc1cc(C=Nc2cc(C)ccc2C)c([N+](=O)[O-])cc1OC | 10.0%
COc1cccc(-c2nnc(-c3ccc(OC)c(OC)c3)o2)c1 | 4.0%
O=C(CN1C(=O)c2ccccc2C1=O)NN1C(=O)c2ccccc2C1=O | 10.0%
Cc1ccc(C(=O)N(Cc2ccccc2)c2ccccc2)cc1 | 0.0%
C=CCc1ccc(OCCOc2ccc(C=C3C(=O)NC(=O)NC3=O)cc2)c(OC)c1 | 12.0%
CCCOc1cccc(/C=C2\N=C(c3ccc(F)cc3)OC2=O)c1 | 11.0%
Cc1occc1C(=O)NN=C1c2ccccc2-c2ccccc21 | 8.0%
CN(C)Nc1ccc(C(F)(F)F)cc1[N+](=O)[O-] | 0.0%
O=C(COc1ccc(Cl)cc1)NNC(=O)Cc1ccc([N+](=O)[O-])cc1 | 4.0%
CN(C)c1ccc(/C=C2\N=C(c3cccc([N+](=O)[O-])c3)OC2=O)cc1 | 12.0%
Cc1cc(/C=C(/C#N)C(=O)Nc2ccc(F)cc2)c(C)n1-c1ccc(Br)cc1 | 14.0%
CCOC(=O)Cc1csc(NC(=O)CSc2cccc(C(=O)O)n2)n1 | 2.0%
Oc1cccc(/C=N/Nc2cccc3cccnc23)c1 | 18.0%
O=C(Nc1cccc(C(F)(F)F)c1)c1ccc(CN2CCc3ccccc3C2)cc1 | 19.0%
c1ccc(CCCN2CCN(C3CCCC3)CC2)cc1 | 6.0%
Cc1cccc(NC(=O)c2ccc(Cl)c(Cl)c2)c1C | 4.0%
CC(=O)Nc1ccc(S(=O)(=O)N2CCCC(CO)C2)cc1 (centres undefined) | 15.0%

Compounds above that contain an aryl methoxy group, in the order listed:
SMILES | RNase H inhibition
COc1cc2nc(-c3cccc(Br)c3)n(-c3cc(C(C)(C)C)c(O)c(C(C)(C)C)c3)c2cc1OC | 11.0%
COc1cccc(C2C(C(=O)OC3CCCCC3)=C(C)NC3=C2C(=O)CCC3)c1 (centres undefined) | 9.0%
COc1ccc(/C(C)=N/NC(=O)COc2ccc(Cl)cc2Cl)cc1OC | 20.0%
CCn1c2ccccc2c2cc(CN3CCN(Cc4ccc(OC)c(Br)c4)CC3)ccc21 | 12.0%
COc1ccc(C(=O)N/C(=C/c2cccs2)C(=O)NCCN2CCOCC2)cc1 | 10.0%
COc1ccccc1NC(=S)NC(=O)c1cccc(Cl)c1 | 19.0%
COc1cc(C=Nc2cc(C)ccc2C)c([N+](=O)[O-])cc1OC | 10.0%
COc1cccc(-c2nnc(-c3ccc(OC)c(OC)c3)o2)c1 | 4.0%
C=CCc1ccc(OCCOc2ccc(C=C3C(=O)NC(=O)NC3=O)cc2)c(OC)c1 | 12.0%

Next part.
SMILES | RNase H inhibition
CC(C)(C)NC(=O)c1cc(NC(=O)Cc2ccccc2)cc(NC(=O)Cc2ccccc2)c1 | 6.0%
Cc1ccc(-n2nc(-c3ccc(N)cc3)cc2N)cc1 | 5.0%
COC(=O)CSc1nnc2n(-c3ccc(OC)cc3)c(=O)c3c4c(sc3n12)CCCC4 | 8.0%
Cc1cc(C)c(NS(=O)(=O)c2cccc([N+](=O)[O-])c2)c(C)c1 | 1.0%
CC(C)COC(=O)c1ccc(NC(=O)c2cccs2)cc1 | 10.0%
Cc1ccc(Br)cc1S(=O)(=O)N1CCN(c2ccccc2)CC1 | 4.0%
COc1ccc(OC)c(NC2=NS(=O)(=O)c3ccccc32)c1 | 0.0%
CCc1c(C)c(C#N)c2nc3ccccc3n2c1Nc1ccc(N(CC)CC)cc1 | 30.0%
C/C(=N\NS(=O)(=O)c1ccc(Cl)cc1)c1ccc([N+](=O)[O-])cc1 | 14.0%
COc1cc(OC)c(NC(=O)c2ccc([N+](=O)[O-])cc2)cc1Cl | 1.0%
Cc1ccc2oc(-c3ccc(Cl)c(NC(=S)NC(=O)c4ccc(Cl)cc4)c3)nc2c1 | 48.0%
CCOc1ccc(C(=O)N2CCN(c3ccccc3)CC2)cc1 | 0.0%
Oc1c(/C=N/c2ncn[nH]2)cc(Br)c2ccccc12 | 3.0%
Cc1ccc(C(=O)N2CCN(c3ccc([N+](=O)[O-])cc3)CC2)o1 | 4.0%
CN1C(=O)C(=Cc2ccc(C(=O)O)cc2)C(=O)N(C)C1=S | 4.0%
Cc1cc(Cl)ccc1NC(=O)C(=O)N/N=C/c1ccc(F)cc1 | 2.0%
CCOC(=O)C(=CNc1ncccc1C)C(=O)OCC | 0.0%
CC1=C(C(=O)Nc2ccccc2C)C(c2ccc(F)cc2)NC(=S)N1 (centres undefined) | 3.0%
COc1cc(C(=O)NN2C(=O)/C(=C/c3ccc(N(C)C)cc3)SC2=S)ccc1O | 44.0%
CCOC(=O)c1ccc(NC(=O)c2ccc(OCC(C)C)cc2)cc1 | 9.0%
O=[N+]([O-])c1ccc(O)c(Nc2cc(Nc3ccccc3O)c3nonc3c2[N+](=O)[O-])c1 | 14.0%
Cc1cc(C)cc(NC(=O)c2cc(-c3ccco3)nc3ccccc23)c1 | 7.0%
CC(/C=N\NC(=O)c1ccc(Br)cc1)=C\c1ccccc1 | 3.0%
Cc1ccc(-c2ccc(C=C3C(=O)N(C)C(=S)N(C)C3=O)o2)cc1[N+](=O)[O-] | 9.0%
CCCCN(CCCC)C(=O)c1ccc(SC)cc1OC | 18.0%
CCOc1ccc(C(=O)NCCNc2ccc([N+](=O)[O-])cc2)cc1Cl | 0.0%
COc1ccc(NC(=O)c2ccccc2C(F)(F)F)cc1 | 0.0%
O=[N+]([O-])c1ccc(-c2noc(CCc3ccccc3)n2)cc1 | 0.0%
COc1cc(CN2CCN(Cc3ccncc3)CC2)cc(OC)c1O | 4.0%
Cc1ccc(N=C(NOCc2ccc(Cl)cc2Cl)c2nonc2N)c(C)c1 | 26.0%
COc1ccc2c(c1)nc(SCC(O)c1ccccc1)n2C (centres undefined) | 13.0%
CCN(CC)CCCNC(=O)c1cccc([N+](=O)[O-])c1C | 0.0%
COc1ccc(Br)cc1/C=C1/SC(N)=NC1=O | 20.0%
O=C(CCCN1C(=O)c2cccc3cccc(c23)C1=O)N1CCN(c2ccccc2)CC1 | 23.0%
O=c1oc2cc(Oc3ccc(C(F)(F)F)cc3[N+](=O)[O-])ccc2c2c1CCCC2 | 20.0%
COC(=O)C1=NN(C(=O)c2ccc([N+](=O)[O-])cc2)C(O)(C(C)(C)C)C1 (centres undefined) | 15.0%

The last 3 records of the part above lead into the next.
SMILES | RNase H inhibition
O=C(CCCN1C(=O)c2cccc3cccc(c23)C1=O)N1CCN(c2ccccc2)CC1 | 23.0%
O=c1oc2cc(Oc3ccc(C(F)(F)F)cc3[N+](=O)[O-])ccc2c2c1CCCC2 | 20.0%
COC(=O)C1=NN(C(=O)c2ccc([N+](=O)[O-])cc2)C(O)(C(C)(C)C)C1 (centres undefined) | 15.0%
CC(=O)Oc1cccc(N2C(=S)NC(C)(C)C=C2C)c1 | 3.0%
CCOc1ccc(-c2cc(C)n3nc(C(=O)N4CCOCC4)cc3n2)cc1 | 1.0%
Cc1cc(C)c2oc(-c3cccc(NC(=O)c4ccc([N+](=O)[O-])cc4Cl)c3)nc2c1 | 11.0%
Cc1ccc(/C=C/C(=O)NCCc2ccccc2)o1 | 5.0%
O=C(COc1ccccc1Cl)N/N=C/c1ccc(-c2ccccc2[N+](=O)[O-])o1 | 44.0%
Cc1onc(-c2ccccc2)c1C(=O)N1CCN(C)CC1 | 0.0%
CC(C)CN1C(=O)/C(=C/c2cccs2)SC1=S | 0.0%
COC(=O)c1ccc(OCCOCCOc2cccc(OC)c2)cc1 | 9.0%
COCCNCCOc1ccc(Cl)cc1Cl | 13.0%
O=[N+]([O-])c1ccc(Nc2c(F)c(F)c(F)c(F)c2F)cc1 | 36.0%
O=C(O)c1ccc(S(=O)(=O)c2ccc3c(c2)C(=O)N(c2c[nH]c(=O)[nH]c2=O)C3=O)cc1 | 6.0%
CC1(C)CC(=O)C2=C(C1)N(c1ccccc1)C(=O)CC2c1ccc(O)cc1 (centres undefined) | 2.0%
COc1ccccc1C(=O)N1CCN(C=O)CC1 | 0.0%
CC1(C)C(c2cccs2)=[N+]([O-])C2(CCCCCC2=O)N1O (centres undefined) | 1.0%
Cc1cccc(NC(=O)CN(c2ccc(F)cc2)S(=O)(=O)c2ccccc2)c1 | 16.0%
Cc1sc2nc(SCC(=O)N3CCN(CCO)CC3)[nH]c(=O)c2c1C | 6.0%
NC(=O)c1ccc(NC(=O)c2cc(-c3ccc(Cl)c(Cl)c3)nc3ccccc23)cc1 | 24.0%
CCn1c2ccccc2c2cc(/C=N/NC(=O)C(NC(=O)c3ccccc3)c3n[nH]c(=O)c4ccccc34)ccc21 (centres undefined) | 24.0%
Cn1c(/C=C/c2ccc([N+](=O)[O-])cc2)nc2ccccc2c1=O | 11.0%
CCCOc1ccc(C(=O)Nc2ncc(Cc3cccc(Cl)c3)s2)cc1 | 11.0%
Cc1onc(-c2c(Cl)cccc2Cl)c1C(=O)NCCC(c1ccccc1)c1ccccc1 | 11.0%
N#C/C(=C/c1ccc(-c2ccccc2)o1)C(=O)O | 10.0%
O=C(/C=C/c1ccc2c(c1)OCO2)Nc1ncccn1 | 8.0%
CCCN1CCC(=NNC(=O)c2ccc(Br)o2)CC1 | 6.0%
Cc1ccc(NC(=O)/C(=C\c2c3ccccc3cc3ccccc23)NC(=O)c2ccc(C)cc2)cc1 | 22.0%
N#Cc1ccc(/C=N/NC(=O)CCC(=O)Nc2ccccc2)cc1 | 25.0%
CCN(CC)c1ccc(C=C(C(C)=O)C(C)=O)c(OC(C)=O)c1 | 9.0%
O=S(=O)(c1ccccc1)N1CCN(Cc2ccccc2C(F)(F)F)CC1 | 0.0%
CC(=O)c1ccc(NC(=O)CCN2C(=O)/C(=C/c3ccc(C)cc3)SC2=S)cc1 | 31.0%
COc1ccc(/C=C/C(=O)O)cc1S(=O)(=O)NCCO | 16.0%
O=C(Nc1ccc2oc(-c3ccncc3)nc2c1)c1cccc(OCc2ccccc2)c1 | 1.0%
O=S(=O)(c1ccccc1)N(CC(O)CN(Cc1ccccc1)Cc1ccccc1)c1ccccc1 (centres undefined) | 15.0%
Cc1ccccc1NC(=O)COc1ccc(Cl)cc1 | 4.0%
O=C(N/N=C/c1cccc([N+](=O)[O-])c1)C(=O)N1CCCCCC1 | 0.0%
CC1(C)NN(c2ccccc2)C(=S)N1CN1CCOCC1 | 9.0%
CCN(CC)c1ccc(NC(=O)c2ccc(Cl)c([N+](=O)[O-])c2)cc1 | 30.0%
COc1cc(OC)cc(C(=O)N2CCN(Cc3ccccc3[N+](=O)[O-])CC2)c1 | 6.0%
COc1ccc(NC(=O)CCC(=O)c2ccc(F)cc2)cc1 | 14.0%
C=CCN1C(=O)/C(=C/c2c(C)cc(C)cc2C)SC1=S | 17.0%
COc1cccc(OCCCCOc2cccc(Cl)c2)c1 | 27.0%
O=C(Nc1sc2c(c1C(=O)Nc1ccc(Cl)cc1)CCC2)c1ccccc1Cl | 13.0%
Oc1ccccc1C=Nc1ccc(Br)c2cccnc12 | 13.0%
CC(NC(=O)C(=O)NCCN1CCN(C(=O)c2ccc(Cl)cc2Cl)CC1)c1ccccc1 (centres undefined) | 0.0%

Some of the compounds tested; the hit share may differ from the screen's.
